# Bioassay records: PubChem BioAssay, The Scripps Research Institute Molecular Screening Center
# CHO-K1 Ca PAM = nonselective calcium activators in parental CHO-K1 cells, primary screen, counter-screen for M1 PAM project, cell-based, Fluo-8 calcium fluorescence, full deck, 1536-well | AID 602247, 2012 | ATP EC20; 0% at ATP EC20, 100% at ATP max | activation, % at 3 µM | hit rate 0.02% among 360,000;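 active means activation above the run cutoff, the mean activation of all test compounds plus 3 SD, cut at about 40% in these data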;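 further: peak over basal fluorescence ratio in a 140 s read after ATP addition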
# M4 antag = human M4 muscarinic receptor antagonists, primary screen, CHO cells, Fluo-8 calcium fluorescence | Muscarinic acetylcholine receptor M4 (Homo sapiens), P08173 | CHO-hM4 cells, ACh EC80 | inhibition, % at 3 µM | hit rate 0.73% among 360,000;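 active means inhibition above its plate's cutoff, the mean inhibition of sample wells plus 3 SD, cut at about 27% in these data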;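 further: 0% = acetylcholine EC80 with DMSO and 100% = DMSO without agonist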
# Target sequence (P08173 whole entry, looked up): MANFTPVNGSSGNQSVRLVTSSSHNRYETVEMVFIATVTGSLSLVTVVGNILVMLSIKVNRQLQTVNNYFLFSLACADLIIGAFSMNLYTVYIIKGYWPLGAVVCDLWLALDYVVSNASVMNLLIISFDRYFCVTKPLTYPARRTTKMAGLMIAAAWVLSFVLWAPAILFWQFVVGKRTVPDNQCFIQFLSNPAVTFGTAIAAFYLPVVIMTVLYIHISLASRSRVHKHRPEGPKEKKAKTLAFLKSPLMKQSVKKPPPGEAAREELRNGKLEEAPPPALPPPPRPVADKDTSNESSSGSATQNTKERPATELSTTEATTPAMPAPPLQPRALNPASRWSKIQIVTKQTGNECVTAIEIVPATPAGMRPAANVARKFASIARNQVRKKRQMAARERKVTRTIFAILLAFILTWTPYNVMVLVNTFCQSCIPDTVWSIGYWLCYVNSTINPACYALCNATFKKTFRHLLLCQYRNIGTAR
# CHO-K1 Ca antag = nonselective inhibitor or artifact in parental CHO-K1 cells; ATP-induced calcium, Fluo-8 fluorescence; inhibition, % at 3 µM; hit rate 0.6% among 360,000; AID 602250;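 active means inhibition above a per-plate cutoff, the plate's mean sample inhibition plus 3 SD, cut at about 24% in these data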;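 further: 0% = DMSO plus EC80 ATP and 100% = DMSO alone without ATP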
# M5 ag = human M5 muscarinic receptor agonists, primary screen, CHO-K1 cells, Fluo-8 calcium fluorescence. activation, % at 3 µM. CHO-K1 hM5 cells; 0% DMSO wells, 100% maximal acetylcholine response. Muscarinic acetylcholine receptor M5 (Homo sapiens), P08912. hit rate 0.19% among 360,000. AID 624037, 2012;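 active means activation above the run's mean over test compounds plus 3 SD, cut at about 23% in these data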;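 further: signal is peak over basal fluorescence ratio across the kinetic read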
# Target sequence (P08912 whole entry, looked up): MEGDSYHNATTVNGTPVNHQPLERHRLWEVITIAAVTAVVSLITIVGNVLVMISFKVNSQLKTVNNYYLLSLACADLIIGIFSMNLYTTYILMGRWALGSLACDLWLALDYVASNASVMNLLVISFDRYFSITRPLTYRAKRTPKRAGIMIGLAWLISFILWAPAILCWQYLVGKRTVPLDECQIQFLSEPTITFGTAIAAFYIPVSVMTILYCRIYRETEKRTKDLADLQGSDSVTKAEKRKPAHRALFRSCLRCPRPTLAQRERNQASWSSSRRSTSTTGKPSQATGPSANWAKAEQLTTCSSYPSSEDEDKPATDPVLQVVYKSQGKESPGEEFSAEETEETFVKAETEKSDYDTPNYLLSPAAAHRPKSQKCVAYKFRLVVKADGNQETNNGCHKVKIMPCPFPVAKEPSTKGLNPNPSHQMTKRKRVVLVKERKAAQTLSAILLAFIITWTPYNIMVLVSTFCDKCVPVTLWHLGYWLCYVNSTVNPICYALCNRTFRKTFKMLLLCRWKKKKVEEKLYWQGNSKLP
# CHO-K1 Ca ag = counter-screen for M1 agonists: effect in parental CHO-K1 cells; activation, % at 3 µM; Fluo-8 calcium fluorescence; scaled to maximal ATP response, vehicle zero; hit rate 0.48% among 360,000; AID 602248, 2012; in the data active means activation above about 15%;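 further: untransfected CHO-K1 host cells lacking M1 receptor as counterscreen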
# M4 PAM = human M4 muscarinic receptor positive allosteric modulators, primary screen, CHO-K1 cells, Fluo-8 calcium fluorescence | hit rate 0.4% among 360,000 | AID 624126, 2012 | activation, % at 3 µM | CHO-K1 hM4/Gqi5, ACh EC20; 0% = ACh EC20, 100% = maximal ACh | Muscarinic acetylcholine receptor M4 (Homo sapiens), P08173;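 active means activation above its plate's cutoff, the mean activation of sample wells plus 3 SD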; further: some results filed as inactive read as strong as hits
# M5 antag = human M5 muscarinic receptor antagonists, primary screen, CHO cells, Fluo-8 calcium fluorescence; Muscarinic acetylcholine receptor M5 (Homo sapiens), P08912; CHO-hM5 cells, ACh EC80; hit rate 0.59% among 360,000; AID 624040, 2012; inhibition, % at 3 µM;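 active means inhibition above a per-plate cutoff, the mean of that plate's test compounds plus 3 SD, cut at about 27% in these data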;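 further: 0% = acetylcholine EC80 with DMSO and 100% = DMSO without agonist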
# M5 PAM = human M5 muscarinic receptor positive allosteric modulators, primary screen, CHO-K1 cells, Fluo-8 calcium fluorescence; activation, % at 3 µM; hit rate 0.3% among 360,000; AID 624038, 2012; Muscarinic acetylcholine receptor M5 (Homo sapiens), P08912; CHO-K1 hM5, ACh EC20 PAM; 0% = ACh EC20, 100% = ACh EC100;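 active means activation above the run cutoff, the mean activation of all test compounds plus 3 SD, cut at about 18% in these data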
#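 Probe or stimulus: acetylcholine, EC20 level; Assay system: human M5 receptor in CHO-K1 cells; Schedule: compound preincubation 140 s before EC20 acetylcholine addition; Technique: intracellular calcium via Fluo-8 fluorescence; Dosing: single-point, 3 µM nominal; Read-out basis: percent activation from peak-over-basal fluorescence ratio, scaled EC20-to-EC100 acetylcholine; Repeats: one well per compound, no replicates.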
# CHRM4 agonist = human M4 muscarinic receptor agonists, primary screen, CHO-K1 cells, Fluo-8 calcium fluorescence. Muscarinic acetylcholine receptor M4 (Homo sapiens), P08173. CHO-K1 hM4/Gqi5; vehicle 0%, full acetylcholine response 100%. hit rate 0.14% among 360,000. AID 624127, 2012. activation, % at 3 µM;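 active means activation above the run mean over all test wells plus 3 SD, cut at about 32% in these data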;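 further: peak over basal fluorescence ratio per well then scaled between controls; 0% = DMSO wells and 100% = acetylcholine at EC100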
# The depositor's hits bear a star; . = no result given.
# The line under a structure holds: M4 PAM	M5 antag	M5 PAM	CHRM4 agonist	CHO-K1 Ca antag	M4 antag	M5 ag	CHO-K1 Ca PAM	CHO-K1 Ca ag
(1) CCn1c2ccccc2c2cc(CN3CCN(C(=O)c4ccco4)CC3)ccc21
  0.2	0.0	1.6	3.2	-5.6	-3.3	-5.8	18.9	1.1
(2) CCOC(=O)N1CCN(C(=O)c2ccccc2Oc2ccccc2)CC1
  -0.7	-0.8	1.1	0.6	-12.0	-0.3	-3.5	17.2	0.5
(3) Cc1nc(SCC(=O)NCc2ccco2)c2c(C)c(C)sc2n1
  12.9	-5.3	-3.2	2.7	-9.5	-9.4	-3.4	3.9	0.5
(4) CCN(CC)CCNC(=S)Nc1ccc(F)cc1
  -0.6	-5.2	-3.1	0.8	-11.3	-6.1	-1.5	-0.1	1.4
(5) CCc1ccc(/C=N/n2c(COc3ccccc3)n[nH]c2=S)cc1
  -4.3	8.5	-0.9	0.1	-7.5	-4.3	-4.9	5.4	-0.2
(6) CCOc1ccc(NC(=O)CN(C)C(=O)c2ccccc2OCc2cccc(C)c2)cc1OCC
  7.9	-8.1	3.1	4.8	-12.6	-9.1	-0.9	12.4	0.6
(7) NNC(=O)Cn1nc(Cc2ccccc2)n(N)c1=O
  9.0	-0.5	15.1	-0.4	-23.5	3.7	1.5	21.7	0.3
(8) O=C(O)c1ccc(N=Nc2c(O)[nH]c3cc(Cl)ccc23)cc1
  9.5	-0.7	3.4	0.3	-9.8	14.6	-0.8	-9.3	1.4
(9) FC(F)(F)c1ccccc1Cc1c(-c2ccccc2)nc2ccc(Cl)cn12
  7.2	-5.6	1.8	-1.0	-18.3	-15.7	-0.8	7.5	0.1
(10) O=C(c1ccc(-c2ccccc2)cc1)C1CCCN(C(=O)c2cncs2)C1 (stereo unspecified)
  -3.8	-6.0	-9.2	5.5	12.8	-0.4	-2.2	-3.7	2.8
(11) CCOC(=O)c1cnn(-c2ccc(F)cc2)c1N
  10.9	-7.4	1.4	1.8	-10.2	-0.7	0.1	10.3	0.0
(12) COc1ccc(OC)c(-c2cc(C(=O)N3CCc4ccccc4C3)no2)c1
  -4.5	-2.1	-6.6	-0.2	-4.4	-3.4	-2.6	14.4	0.6
(13) Cc1ccccc1OCCCN1C(=O)C(=O)c2cccc(C)c21
  -7.6	1.3	-2.7	18.3	-1.6	-4.4	25.7*	20.1	3.2
(14) Nc1nc(SCC(=O)N2CCc3ccccc3C2)[nH]c(=O)c1-c1ccccc1
  1.1	-1.1	-4.3	1.8	-22.5	-1.0	0.5	8.6	0.4
(15) Cc1ccc(NC(=O)c2ccc(NS(=O)(=O)c3c(C)noc3C)cc2)cc1C
  -4.6	-0.2	0.6	1.3	-2.4	2.5	-8.9	14.3	0.6
(16) CN1C(=O)c2ccc(Oc3ccccc3)cc2C1=O
  -8.3	-2.0	-6.0	7.7	-2.9	-5.7	-3.9	2.9	3.7
(17) CN(Cc1ccccc1)C(=O)COC(=O)c1ccc(Cl)cc1N
  -2.8	11.8	-6.4	5.3	-7.8	-7.6	0.3	-4.3	1.9
(18) O=C(O)CSc1nnc(COc2ccccc2)n1-c1ccccc1
  -2.7	-1.0	2.8	-0.3	-3.1	2.2	1.4	11.4	0.1
(19) O=C1CCN(Cc2ccc(Br)cc2)CCN1[C@H](CO)Cc1ccccc1
  5.2	7.5	-3.6	3.8	-15.5	-5.3	0.1	20.1	2.2
(20) NS(=O)(=O)c1cccc(NC(=O)c2cc(-c3cccs3)nc3ccccc23)c1
  -22.2	13.4	-13.1	12.9	-8.4	29.6*	-0.3	9.8	5.8
(21) CS(=O)(=O)NCc1nnc(SCc2ccccc2C(F)(F)F)o1
  2.9	0.2	3.5	3.1	-10.4	1.5	2.0	-9.1	-0.1
(22) COc1cccc(CN(C)C(=O)CCC(=O)c2cc(Br)ccc2OC)c1
  3.1	1.4	5.7	5.2	-20.3	-1.1	-6.7	20.2	1.7
(23) Cn1nnc2c[n+](CC(=O)c3ccc(Cl)cc3)cc(Br)c21
  -3.4	0.9	1.1	1.5	-12.7	-1.1	-4.0	25.5	1.0
(24) COc1cc2c(cc1OC)CN(C(=O)c1cccc(S(=O)(=O)N(C)C)c1)CC2
  17.4	-4.7	14.1	1.1	-2.3	29.2*	5.5	-1.6	0.1
(25) COC(=O)CN1C(=O)CC(C)(C)Sc2ccccc21
  -1.8	-1.9	-4.9	-0.3	3.3	-2.9	2.4	10.8	-0.2
(26) CCOC(=O)c1sc2nc(C)nc(Nc3ccc(OC)cc3)c2c1C
  10.0	5.6	4.0	0.8	-10.0	-1.8	-2.0	2.1	1.1
(27) CN(CCN1CCc2ccccc2C1)Cc1nc(Cc2ccccc2F)no1
  -14.6	2.9	-3.0	8.0	-18.6	-2.1	-14.0	16.6	3.0
(28) COc1ccc(C2C(C(=O)Nc3cccnc3)=C(C)Nc3nc(-c4cccs4)nn32)cc1OC (stereo unspecified)
  4.8	-2.3	0.4	0.5	-0.7	-4.4	0.2	9.6	0.5
(29) Oc1cc2ccccc2cc1-c1n[nH]c(=S)n1Cc1ccco1
  0.7	9.1	0.1	1.0	-2.9	-4.0	-2.1	-8.6	0.3
(30) COc1ccc(CCNc2nc3ccc(C)cc3n3cnnc23)cc1OC
  -1.0	10.1	-1.9	1.5	-5.4	-1.5	-1.6	-14.1	0.7
(31) O=C(Nc1ccc(Cl)c(C(F)(F)F)c1)C1CCCN(S(=O)(=O)c2cnc[nH]2)C1 (stereo unspecified)
  14.9	-1.5	-0.9	1.4	-1.3	5.1	1.3	9.7	0.2
(32) Cc1cccc(C(=O)NN(C)c2nc(-c3ccccc3)nnc2C(F)(F)F)c1
  20.5	-0.7	3.9	1.6	1.6	14.7	0.7	-6.2	0.1
(33) CCC(CO)Oc1cc(NCc2ccccc2Cl)c2ncn(C(C)C)c2c1 (stereo unspecified)
  8.9	0.1	-1.8	2.6	-2.5	1.3	4.1	-0.3	-0.1
(34) C#CCNC(=O)c1ccc2sc([C@H]3C[C@H](O)[C@@H](CO)O3)nc2c1
  -1.6	-3.9	-1.5	0.6	22.8	-0.7	1.6	-12.7	0.2
(35) Cc1cc(CNC(=O)c2cccc([N+](=O)[O-])c2C)c2ccccc2n1
  -11.4	24.8	-27.8	15.7	7.3	13.5	4.2	-15.4	11.1
(36) COc1cc(OC)cc(C(=O)Nc2ccc3c(c2)OCCO3)c1
  4.7	-11.5	9.0	0.9	-7.0	-11.3	1.9	6.4	-0.2
(37) COc1ccc2c(c1OC)C(=O)N(c1ccc(C)cc1)C2=O
  16.2	3.8	2.3	1.0	-8.4	-3.5	-1.9	2.7	-0.2
(38) O=S(=O)(c1ccccc1)N1CCN(c2ccccc2)CC1
  -0.9	-9.8	1.8	0.8	-6.2	-9.8	0.0	20.4	0.2
(39) COC(=O)Cn1c(=O)c(=O)n(CC(=O)OC)c2ccccc21
  8.6	2.5	8.0	3.4	-8.9	-2.8	-3.3	13.2	1.5
(40) Cc1ccc(NC(=O)[C@@H](CC(C)C)NC(=O)[C@@H]2Cc3ccccc3CN2)cc1
  7.2	1.6	1.5	-1.4	-10.5	-4.2	-1.1	5.2	-0.8
(41) O=c1oc2c(CN3CCOCC3)c(O)ccc2c2c1CCC2
  5.5	0.9	-0.9	0.2	-3.1	13.3	-2.6	15.5	0.4
(42) N#Cc1ccccc1-c1ccccc1C(=O)N1CCCCC1
  4.5	13.3	-8.7	0.8	-10.4	-5.8	1.3	14.3	0.6
(43) COC(=O)[C@]12CCCCC=C1N(Cc1ccc3c(c1)OCO3)C(=O)[C@H](CC(=O)N1CCSCC1)C2
  -12.5	8.7	-16.2	21.8	.	8.3	3.7	.	.
(44) CC(=O)Nc1ccc(S(=O)(=O)NC(C)c2nc(-c3ccccc3)no2)cc1 (stereo unspecified)
  2.7	4.0	1.5	0.7	-7.4	-10.8	-1.0	-0.6	0.2
(45) CCCC1N2CC3([N+](=O)[O-])CN1CC([N+](=O)[O-])(C2)C3(C)C (stereo unspecified)
  20.4*	6.2	0.3	0.9	-1.4	-0.6	0.7	4.5	0.5
(46) O=C(CNC(=O)c1ccc(Cl)cc1)NC(CO)c1ccccc1 (stereo unspecified)
  -4.5	1.8	-0.8	0.2	-11.5	3.2	-0.1	5.6	0.4
(47) C=CCNC(=O)c1scc2c1CCCC2
  4.1	0.9	4.8	-0.8	-8.2	8.4	-13.4	5.7	-1.0
(48) CCOc1ccccc1/C=C(/NC(=O)c1ccccc1)C(=O)N1CCCCC1
  2.2	13.3	-6.4	5.1	-4.3	-14.1	2.5	8.5	1.9
(49) Cc1c(Cc2ccccc2)c(=O)oc2c(C)c(OCC(=O)N3CCC(C(=O)O)CC3)ccc12
  4.8	2.3	-3.4	0.7	-3.3	-10.3	1.6	6.4	0.1
(50) CC(C)(C)Nc1c(C2CCNCC2)nc2c(OCc3ccccc3)cccn12
  -3.6	-1.9	5.2	-0.1	-17.2	-1.2	-3.0	12.7	0.6

# Continuation:
# The line under a structure holds: M4 PAM	M5 antag	M5 PAM	CHRM4 agonist	CHO-K1 Ca antag	M4 antag	M5 ag	CHO-K1 Ca PAM	CHO-K1 Ca ag
(51) CC(C)C(=O)N1CCCC1(C)C(=O)NCc1ccc(Cl)cc1 (stereo unspecified)
  -2.3	0.2	-3.7	1.0	0.8	4.3	0.2	4.3	0.2
(52) CCCOC(=O)c1sc2nc3c(cc2c1N)C(=O)CCC3
  -1.5	-0.8	4.5	0.9	-12.7	0.4	-1.9	14.1	0.3
(53) Cc1cc2ncn(C(=O)c3c(-c4c(Cl)cccc4Cl)noc3C)c2cc1C
  2.1	-6.3	7.9	0.3	-9.8	-1.4	-0.4	17.3	0.4
(54) O=C(CNS(=O)(=O)c1ccccc1)NCC(=O)OCc1ccc(C(=O)c2ccccc2)cc1
  0.9	14.7	-13.5	13.6	-13.8	-9.2	4.7	4.5	7.2
(55) COc1ccc(-n2ncc3c2CC(C)(C)CC3NC(=O)c2cn[nH]c2)cc1 (stereo unspecified)
  2.0	2.8	-1.9	-0.4	-1.9	-1.4	0.0	-11.1	0.5
(56) O=C1CSC(=Nc2cccc([N+](=O)[O-])c2)N1
  8.8	-0.6	-0.6	0.8	-14.3	-2.2	-2.0	12.4	1.2
(57) Cc1cccc(NC(c2ccc(O)cc2)c2ccc3ccc(C)nc3c2O)n1 (stereo unspecified)
  -2.8	-3.9	2.7	2.5	24.9*	3.1	-0.2	-8.2	0.2
(58) CCCCn1c(N)c(N(CC(C)C)C(=O)CC2CCCC2)c(=O)[nH]c1=O
  7.9	3.3	-1.7	0.4	-7.7	-18.9	-1.0	-0.8	0.5
(59) Cc1cc(NS(=O)(=O)c2ccc(NC(=O)CCc3ccccc3)cc2)no1
  -8.4	10.7	-8.8	-0.2	5.7	4.1	-0.3	-1.6	-0.4
(60) COC(=O)c1ccccc1NC(=O)CN(c1ccc(C)cc1)S(C)(=O)=O
  -4.3	3.1	-0.8	1.7	0.7	9.8	1.2	-3.0	1.1
